# Screening results deposited in PubChem BioAssay by National Center for Advancing Translational Sciences (NCATS).
# mIDH1 inhibitor: qHTS for Inhibitors of mutant isocitrate dehydrogenase 1 (IDH1): qHTS | actives 0.093% (n = 390,000) | IDH1-R132H enzyme, NADPH consumption, diaphorase/resazurin fluorescence | Isocitrate dehydrogenase [NADP] cytoplasmic (Homo sapiens), O75874 | Potency, µM (titrated, usually from 76.6 µM), for the others: at the highest dose activity change, negative = inhibition, usual class: inhibitors; further: potency means the concentration at half of the fitted maximal effect; on the % scale 0 is the no-effect control and ±100 the full control effect; nearly all actives have a fitted effect of over 65% in size
#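 IDH1-R132H (0.5 ug/mL dispensed) in pH 7.5 Tris buffer was preincubated 30 min with compound, then given a substrate mix of 0.016 mM NADPH and 2 mM alpha-KG for 80 min at room temperature; remaining NADPH was read by diaphorase/resazurin fluorescence.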
# USP1 inh: Inhibitors of USP1/UAF1: Primary Screen | Potency, µM (titrated, usually from 57.1 µM), inactives show at the highest dose activity change, negative = inhibition, most hits filed as inhibitors | AID 743255, 2014 | actives 0.23% (n = 390,000) | recombinant USP1/UAF1, Ub-Rhodamine cleavage fluorescence | Ubiquitin carboxyl-terminal hydrolase 1 (Homo sapiens), O94782; further: potency means the concentration at half of the fitted maximal effect; on the % scale 0 is the no-effect control and ±100 the full control effect; nearly all actives have a fitted effect of over 60% in size; inactives centre near -12
#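 USP1/UAF1 complex (1 nM) preincubated 15 min at room temperature with compound, then Ub-Rho substrate (150 nM final) added. Kinetic fluorescence at 480/540 nm over 6 reads at 60 s intervals; 50 mM HEPES pH 7.8, 0.5 mM EDTA, 0.1 mg/ml BSA, 1 mM TCEP, 0.01% Tween-20.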
# TrxR1 substrate: qHTS Assay for Substrates of Mammalian Selenoprotein Thioredoxin Reductase 1 (TrxR1): qHTS | Thioredoxin reductase 1, cytoplasmic (Rattus norvegicus), O89049 | purified TrxR1 substrate turnover, NADPH consumption readout | Potency, µM (series often up to 114 µM), inactives show at the top dose activity change, negative = substrate turnover | actives 0.01% (n = 390,000); further: potency means the concentration at half of the fitted maximal effect; on the % scale 0 is the no-effect control and ±100 the full control effect; nearly all actives have a fitted effect of over 50% in size
#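 Rat TrxR1, dispensed at 90 nM, was prereduced with 400 uM NADPH (final) for 5 min at ~22 deg C, then incubated with compound 15 min before 400 uM selenite. A first-read NADPH fluorescence drop versus no-compound background flagged substrates.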
# Vif-APOBEC3G blk: qHTS for Inhibitors of Vif-A3G Interactions: qHTS; Potency, µM (series often up to 46.1 µM), without a hit: at the top dose activity, negative = active, usual class: inhibitors; DNA dC->dU-editing enzyme APOBEC-3G (Homo sapiens), Q9HC16; actives 0.076% (n = 410,000); HeLa A3G-eYFP + Vif (tagged APOBEC3G with the HIV-1 protein that degrades it), YFP fluorescence, overnight;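 further: potency means the concentration at half of the fitted maximal effect; on the % scale 0 is the no-effect control and ±100 the full control effect; nearly all actives have a fitted effect of over 60% in size; hits raise eYFP signal because A3G escapes Vif-driven loss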
# Target sequence (Q9HC16 whole entry, looked up): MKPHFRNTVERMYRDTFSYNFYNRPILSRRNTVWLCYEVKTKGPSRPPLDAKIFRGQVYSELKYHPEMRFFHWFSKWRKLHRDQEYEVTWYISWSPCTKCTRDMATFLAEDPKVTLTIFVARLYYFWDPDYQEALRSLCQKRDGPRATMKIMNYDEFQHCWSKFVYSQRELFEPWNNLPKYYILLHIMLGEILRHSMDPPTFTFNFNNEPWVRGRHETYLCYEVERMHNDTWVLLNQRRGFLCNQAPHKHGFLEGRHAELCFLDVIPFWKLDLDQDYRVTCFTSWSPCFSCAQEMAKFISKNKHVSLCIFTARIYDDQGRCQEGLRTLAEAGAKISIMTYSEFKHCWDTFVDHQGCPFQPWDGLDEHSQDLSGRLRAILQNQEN
#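 HeLa cells stably expressing Vif and C-terminally eYFP-tagged A3G, seeded overnight at 37 deg C, then exposed to compound by pintool overnight at 37 deg C. Rise in yellow fluorescence (Ex 488/Em 500-530, Acumen) marks blocked Vif-driven A3G degradation.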
# Glioma ERSR ind: qHTS for Inducers of the Endoplasmic Reticulum Stress Response (ERSR) in Human Glioma: qHTS | actives 0.02% (n = 420,000) | Potency, µM, for the others: at the top dose activation, actives largely listed as activators | U87-MG GRP78 promoter luciferase reporter, 16 h; further: potency means the concentration at half of the fitted maximal effect; series mostly up to about 76 µM; % of control where 0% means no effect; nearly all actives have a fitted effect of over 35% in size
#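 Stably transfected U87-MG human glioma cells carrying a GRP78-based luminescent sensor were seeded at 1000 cells/well, pin-dosed with compounds and incubated 16 h. Luciferase reagent was then added, and end-point luminescence was read after 10 min at room temperature.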
# LDHA block: qHTS assay for inhibitors of human lactate dehydrogenase | L-lactate dehydrogenase A chain (Homo sapiens), P00338 | purified LDHA, NADH/diaphorase-resazurin fluorescence; hits give low values | activity change, % (values are at about 110 or 230 µM) | actives 0.15% (n = 480,000); in the data active means activity change below about -30%; inconclusive means mostly about -25% to -30%;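 further: plate controls were DMSO wells for no effect and wells without enzyme for full effect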
#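 Human LDH5 (2 nM) was incubated with 0.06 mM NADH and 0.2 mM pyruvate for 5 min at room temperature in Tris pH 7.4. Remaining NADH was coupled through diaphorase/resazurin, and resorufin fluorescence was read at 0 and 20 min.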
# RXFP1 agonist: qHTS Assay for Agonists of the Relaxin Receptor RXFP1; actives 0.3% (n = 370,000); Relaxin receptor 1 (Homo sapiens), Q9HBX9; HEK293T-RXFP1 cAMP TR-FRET, 30 min; response scale: percent of porcine relaxin response, buffer zero; Potency, µM (titrated, usually from 57.5 µM), for inactives: at the top dose activation, most hits filed as activators; further: potency means the concentration at half of the fitted maximal effect; on the % scale 0 is the no-effect control and ±100 the full control effect; nearly all actives have a fitted effect of over 60% in size; many of its hits are not listed in these tables
#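 cAMP rise read by TR-FRET after 30 min, 37C compound exposure (up to 58 uM) in RXFP1-transfected HEK293 cells with Ro 20174 present. EC50 from Hill-equation fits, with 29 nM porcine relaxin as 100% and buffer as basal.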
# Vif-A3F inh: qHTS for Inhibitors of Vif-A3F Interactions: qHTS; AID 602313, 2012; HeLa A3F-eYFP + Vif (tagged APOBEC3F with the HIV-1 protein that degrades it), YFP fluorescence increase; Potency, µM (top dose mostly 46.1 µM), without a hit: at the top dose activity, negative = active; actives 0.2% (n = 390,000); further: potency means the concentration at half of the fitted maximal effect; % of control where 0% means no effect; nearly all actives have a fitted effect of over 65% in size
#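 HeLa cells stably expressing A3F-eYFP plus Vif, plated and incubated overnight at 37 deg C, then exposed to compounds overnight at 37 deg C. Blocked degradation read as raised yellow fluorescence (Ex 488/Em 500-530).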
# PI4K2A inh: qHTS for small molecular inhibitors of PI4K2A. Phosphatidylinositol 4-kinase type 2-alpha (Homo sapiens), Q9BTU6. purified PI4K2A, ADP-Glo luminescence, 1 h; hits give low values. activity change, negative = inhibition, % at 76.9 µM. actives 0.13% (n = 420,000); in the data active means activity change below about -50%; inconclusive means mostly about -30% to -49%;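 further: -100% = wells without enzyme as full effect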
# Target sequence (Q9BTU6 whole entry, looked up): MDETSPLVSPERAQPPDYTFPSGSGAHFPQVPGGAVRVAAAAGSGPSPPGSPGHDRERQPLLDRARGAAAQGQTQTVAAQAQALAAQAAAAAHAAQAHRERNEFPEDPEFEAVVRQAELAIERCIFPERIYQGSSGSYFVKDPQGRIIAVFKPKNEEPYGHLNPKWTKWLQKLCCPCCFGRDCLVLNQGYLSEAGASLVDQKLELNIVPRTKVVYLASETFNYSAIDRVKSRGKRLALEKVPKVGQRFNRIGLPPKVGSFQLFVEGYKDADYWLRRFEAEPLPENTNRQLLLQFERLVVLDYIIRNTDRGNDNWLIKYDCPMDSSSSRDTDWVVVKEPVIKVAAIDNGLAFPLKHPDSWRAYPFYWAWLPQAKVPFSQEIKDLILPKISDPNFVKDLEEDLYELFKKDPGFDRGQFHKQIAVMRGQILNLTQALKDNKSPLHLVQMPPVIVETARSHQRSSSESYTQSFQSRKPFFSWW
#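 PI4K2A activity was measured by ADP-Glo luminescence: enzyme (4 ug/mL stock) and phosphatidylinositol (1.2 mM stock) in Tris pH 7.5/MgCl2/EGTA/Triton X-100 buffer were reacted with ATP (300 microM stock) for one hour at ambient temperature.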
# Active calls of the source: *; u = inconclusive; x = not tested or not shown; & = joins results of further samples; [ ] = another dose, or the depositor's remark. Unless noted, the call rests on the fitted dose curve; in most records, active means well fitted curve in the direction sought with a large enough effect; inconclusive means small, poorly fitted or top-dose-only effect, or another doubt; inactive means no such curve, though single readings can be large; an effect the other way counts as inactive or inconclusive. These rows are one share of the data; count on the stated rates, not on these rows.
SMILES,mIDH1 inhibitor,USP1 inh,TrxR1 substrate,Vif-APOBEC3G blk,Glioma ERSR ind,LDHA block,RXFP1 agonist,Vif-A3F inh,PI4K2A inh
CCOC(=O)c1ccccc1NC(=O)CN(c1ccccc1C)S(C)(=O)=O,0%,-12%,-1%,1%,-4%,0,0.3%,-10%,-1
COc1ccc(N2CCN(C(=O)Nc3ccccc3C)CC2)cc1,2%,-8%,-8%,5%,-5%,-1,-2.1%,0%,4
COc1ccccc1OCCCCOc1ccccc1C(C)=O,6%,-4%,-10%,-1%,1%,-4,-0.2%,-1%,4
COc1ccc(Nc2cc(C)c3cc(NC(=O)c4ccccc4Cl)ccc3n2)cc1,0%,-18%,1%,-9%,0%,-15,-0.2%,5%,4
COc1cc2c(cc1C1NC(=S)NC(C)=C1C(N)=O)CCCC2 (configuration not stated),12%,-18%,3%,8%,4%,1,-0.6%,-11%,-4
CCN(c1ccccc1)c1nnc(NC(=O)Nc2cccc(C(F)(F)F)c2)s1,0%,-22%,-2%,-2%,-3%,-2,-1.2%,-3%,-1
Cc1oc2c(c1C(=O)Nc1ccc(F)c(F)c1)C1=NCCN1C=N2,8%,u,4%[57.1 µM],3%,-4%,-2,1.3%,8%,5
Cc1ccc(S(=O)(=O)NCC2CCC(C(=O)NCCCOC(C)C)CC2)cc1 (configuration not stated),4%,-10%,-2%[57.1 µM],5%,-2%,-2,-2.7%&-1.3%,-3%,2
CC1CCN(c2ccc3nnc(CCC(=O)NC(C)C)n3n2)CC1,16%,-21%,14%[57.1 µM],2%,-1%,-6,6.3%,-50%,3
Cc1ccc(NC(=O)N2CCN(c3ccccn3)CC2)cc1,0%,-12%,26%,4%,5%,-1,-1.3%,9%,-2
CC1CCC(C(=O)c2c(O)c3ccccc3oc2=O)CC1 (configuration not stated),12%,-12%,2%,1%,-2%,4,0.3%,9%,-6
Clc1cc2cccnc2c2ccccc12,9%,-16%,2%,1%,-2%,-6,0.8%,2%,-4
COc1ccccc1-c1nnc(SCC(=O)NC2CCCCC2)o1,-5%,-2%,-3%[57.1 µM],-1%,-1%,-3,1.4%,-11%,-1
CC1CCN(C(c2ccc(F)cc2)c2sc3nc(-c4ccco4)nn3c2O)CC1 (configuration not stated),7%,-17%,1%[57.1 µM],0%,-4%,7&0,-0.7%,-4%,65
CC(=O)c1c(C)nn(CC(O)Cn2c3c(c4cc(C)ccc42)CCCC3=O)c1C (configuration not stated),1%,-4%,48%[activator],-4%,-7%,4,2.6%,-7%,1
CCc1ccc(NC(=O)CSc2nc3c(sc4ccccc43)c(=O)n2CCCOC(C)C)cc1,8%,-23%,6%[57.1 µM],0%,-4%,1,6.1%,1%,-2
Oc1ccc(N2CCN(c3nc(-c4cccs4)nc4ccccc34)CC2)cc1,3%,-14%,3%,-5%,4%,17,0.0%,-11%,4
CCOc1ccc(NC(=O)C(c2ccccn2)N(C(=O)CCl)c2ccc(OCC)cc2)cc1 (configuration not stated),3%,-5%,-6%,-2%,4%,29,-1.4%,8%,-7
COc1ccc(/C=N/N=C/c2ccc(OC)cc2)cc1,4%,-22%,-5%,-6%,-1%,-3,0.7%,0%,-4
Cc1c(N2C(=O)c3ccc4c5c(ccc(c35)C2=O)CC4)c(=O)n(-c2ccccc2)n1C,4%,-25%,25%,2%,-3%,0,4.7%,-3%,-27
Cc1csc(NC(=O)CSc2nc(=O)cc(N)n2-c2ccc(F)cc2)n1,8%,-8%,4%,0%,-1%,-3,-0.2%,5%,-15
FC(F)(F)c1ccc(Oc2ccccc2Cl)nc1,-3%,-3%,-4%,0%,-7%,-3,-1.0%,-9%,0
CC(C)(C)OC(=O)[C@H](NC(=O)OCc1ccccc1)c1ccccc1,6%,0%,-10%,0%,-3%,5,-0.1%,-1%,0
CCOc1ccc(-n2c(=O)c3c4c(sc3n(CC(=O)NC(C)CC)c2=O)CCCCC4)cc1 (configuration not stated),3%,-13%,-4%,4%,-2%,-10,1.9%,5%,-1
CC(Cc1ccccc1)C(=O)NCCO (configuration not stated),-9%,-9%,4%[57.1 µM],0%,-4%,-7,-0.2%,6%,-2
Cc1cccc(NC(=O)COC(=O)c2ccc(S(=O)(=O)N3CCCC3)cc2)c1,8%,-13%,-3%,-1%,-5%,-5,1.6%,2%,5
Cc1cccc2cc(C(c3nnnn3CC3CCCO3)N3CCOCC3)c(=O)[nH]c12 (configuration not stated),7%,-21%,4%,-1%,-2%,-1,0.7%,2%,1
CC(=O)Nc1ccc2c(c1)-c1ccc(F)cc1C2,11%,-10%,-10%,-7%,3%,-13,x,6%,-3
CC1=C(C(=O)NCc2cccc(F)c2)C2(CCCCCC2)OC1=O,-14%,-21%,-8%,5%,-1%,-5,-3.1%,0%,-2
CCOC(=O)CCCNC(=O)COC(=O)CCC(=O)c1ccc(F)cc1,3%,-6%,-15%,0%,-4%,1,1.1%,5%,5
O=C(CSc1ccc2nnc(-c3ccc(F)cc3)n2n1)N1CCOCC1,5%,-16%,29%,4%,-1%,-11,x,-14%,0
CCOC(=O)c1cccc(N2C(=O)c3ccccc3S2(=O)=O)c1,3%,-23%,-2%,-1%,-1%,0,1.1%,-2%,4
COc1ccc(C(C)(NC(C)=O)c2nc(-c3cnc4ccccc4c3)cs2)cc1 (configuration not stated),x,x,x,-1%,4%,-8,x,x,3
CCN(Cc1ccccc1)C(=O)C1CCN(C/C(C)=C/c2ccccc2)CC1,1%,-3%,-6%,-4%,-6%,-9,3.3%,6%,6
S=C(Nc1ccccc1)N1CCN(C/C=C/c2ccccc2)CC1,0%,-21%,1%,3%,-2%,4,1.1%,-12%,0
CNC(=S)N1N=C(c2ccccc2)CC1c1ccc(Br)cc1 (configuration not stated),3%,-21%,6%[57.1 µM],-1%,5%,0,1.1%,-1%,0
CCOC(=O)Cn1c(C)c(Br)c(=O)c2cccc(C)c21,7%,-15%,-2%,-4%,-3%,0,-0.2%,1%,-4
COC(=O)Cc1cc(=O)oc2cc(OC)ccc12,1%,-9%,293%[activator],-1%,-2%,-8,3.1%,-12%,1
O=C(O)CCCC(=O)N1CCc2cc(S(=O)(=O)NCc3ccc(F)cc3)ccc21,-1%,-17%,-6%,-6%,-4%,0,-0.9%,4%,-7
CCOC(=O)CNC(=O)Cc1ccc(OC)cc1,-2%,-12%,4%[57.1 µM],0%,-3%,-9,-0.5%,-12%,7
Cc1nc2nc[nH]c2cc1Br,2%,-9%,2%,-1%,-2%,-4,5.9%,-9%,-1
CCOc1ccc(N(CC(=O)NC2CCCC2)S(=O)(=O)c2c(C)noc2C)cc1,-2%,-14%,2%,4%,-3%,-2,2.6%,-2%,3
O=C(NCCC1=CCCCC1)C1CCC(CNS(=O)(=O)c2ccccc2)CC1 (configuration not stated),1%,-7%,-11%,-3%,-1%,-8,1.9%,-5%,2
O=C(Nc1cccc(-c2nc3cccnc3s2)c1)c1ccco1,8%,-22%,1%,-8%,1%,-10,0.3%,-10%,1
O=C(Nc1ccccc1C(F)(F)F)Nc1c[nH]c(=O)[nH]c1=O,-12%,-21%,2%[57.1 µM],-1%,2%,-3,1.4%,2%,0
COc1ccc(-c2cn3c(C)c(C(=O)NCCN4CCOCC4)sc3n2)cc1,-3%,-18%,-2%,1%,-2%,-5,1.3%,-12%,-5
O=S1(=O)CC(N2CCCCC2)CN1C1CCCCC1 (configuration not stated),x,x,x,0%,-3%,-5,x,x,-1
Cc1csc(NC(=O)C2=COCCO2)n1,-1%,-11%,-1%,0%,-2%,-5,-1.7%,0%,-3
O=C(COc1ccccc1F)Nc1c(C(=O)Nc2cccc(F)c2)oc2ccccc12,9%,-17%,15%,-2%,0%,5,17%,-5%,0
Cc1c(Cl)cccc1NC(=O)C1CC2CCC1C2 (configuration not stated),-4%,-20%,-1%,0%,-2%,-5,x,-4%,-1
COc1ccccc1NC(=O)Cc1csc(NC(=S)Nc2ccc(C)cc2)n1,-6%,-27%,4%[57.1 µM],4%,0%,-15,3.3%,-6%,4
NC(=O)[C@@H]1CC2(CC(c3cccc(NC(=O)CC(c4ccccc4)c4ccccc4)c3)=NO2)CN1C(=O)COc1ccc(Cl)cc1 (some centres not stated),-9%,-7%,0%,-5%,-3%,-6,-6.1%,1%,-3
